# Compound activity (PubChem BioAssay)
# GPR151 activ: activators of human GPR151, primary screen, cell-based, PathHunter beta-arrestin, luminescence. PathHunter beta-arrestin GPR151 cells. actives 1% (n = 650,000). G-protein coupled receptor 151 (Homo sapiens), Q8TDV0. AID 1508602, 2020. activation, % at 11.2 µM; in the data active = activation above about 4.9%;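 note: 0% = median of compound wells and 100% = cells with positive control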
# Target sequence (Q8TDV0 whole entry, looked up): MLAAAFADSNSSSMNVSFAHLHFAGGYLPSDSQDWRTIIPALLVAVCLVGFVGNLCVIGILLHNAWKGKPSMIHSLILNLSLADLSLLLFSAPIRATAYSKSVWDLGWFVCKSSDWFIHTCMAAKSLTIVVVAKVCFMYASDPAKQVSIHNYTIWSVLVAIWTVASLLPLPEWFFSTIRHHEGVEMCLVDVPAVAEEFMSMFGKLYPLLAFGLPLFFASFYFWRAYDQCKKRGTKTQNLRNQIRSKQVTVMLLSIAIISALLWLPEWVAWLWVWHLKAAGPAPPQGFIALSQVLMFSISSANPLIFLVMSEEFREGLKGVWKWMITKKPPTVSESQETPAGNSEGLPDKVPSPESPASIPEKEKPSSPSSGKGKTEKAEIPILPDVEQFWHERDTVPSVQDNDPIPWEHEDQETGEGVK
# MITF inh: MITF inhibitors, primary screen, biochemical, AlphaScreen, human; Microphthalmia-associated transcription factor (Homo sapiens), O75030; AlphaScreen MITF homodimerization, bead proximity signal; inhibition, % at 2.6 µM; actives 0.91% (n = 650,000); in the data active = inhibition above about 50%;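 note: 0% = vehicle wells with protein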
# Target sequence (O75030 whole entry, looked up): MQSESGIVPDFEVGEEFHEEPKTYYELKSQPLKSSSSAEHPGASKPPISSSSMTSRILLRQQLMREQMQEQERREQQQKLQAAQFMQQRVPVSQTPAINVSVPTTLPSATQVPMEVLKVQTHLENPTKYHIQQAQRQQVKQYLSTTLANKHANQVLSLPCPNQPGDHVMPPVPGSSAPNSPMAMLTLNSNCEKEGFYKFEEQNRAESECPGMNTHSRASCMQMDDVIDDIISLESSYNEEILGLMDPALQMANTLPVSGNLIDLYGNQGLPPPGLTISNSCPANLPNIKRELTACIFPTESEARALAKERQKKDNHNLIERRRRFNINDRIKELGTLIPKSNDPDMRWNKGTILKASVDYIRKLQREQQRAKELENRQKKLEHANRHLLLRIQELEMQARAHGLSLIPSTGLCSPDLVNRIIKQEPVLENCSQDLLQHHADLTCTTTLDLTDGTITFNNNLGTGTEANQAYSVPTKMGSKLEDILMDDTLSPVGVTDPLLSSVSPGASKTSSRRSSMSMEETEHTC
# TEAD-YAP block: TEAD-YAP interaction inhibition, primary screen, TEAD-YAP interaction inhibitor project, luminescence, HEK-TIYL cells | actives 1.4% (n = 640,000) | inhibition, % at 9.12 µM | TEAD-Gal4/YAP UAS-luciferase luminescence; in the data active = inhibition above about 32%;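 note: 0% = median of test compound wells and 100% = reference inhibitor wells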
# FBW7 activator: FBW7 E3 ligase activators, primary screen, biochemical, AlphaScreen, human | AID 1259310, 2017 | F-box/WD repeat-containing protein 7 (Homo sapiens), Q969H0 | normalized activity (activation), % at 26.1 µM | AlphaScreen FBW7–phospho-cyclin E peptide binding, activator screen | actives 0.13% (n = 650,000); in the data active = normalized activity above about 1.9%;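 note: purified mutant Fbw7 with reduced substrate affinity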
# Active calls of the source: *; & = joins results of further samples.
SMILES,GPR151 activ,MITF inh,TEAD-YAP block,FBW7 activator
COC(=O)c1cc(NS(=O)(=O)c2ccc(N3CCCC3)c(N)c2)cc(C(=O)OC)c1,0.0,-3.0,7.1,0.1
O=C(Cn1cnc2sc3c(c2c1=O)CCCC3)Nc1ccc(Cl)cn1,-1.7,-0.7,-7.4,0.0
COC(=O)c1ccccc1S(=O)(=O)NCC#N,0.2,8.4,10.0,0.1
O=C(c1cccc(Cl)c1)N1CCC(NC2CC(=O)N(c3ccc(F)cc3)C2=O)CC1 (stereo not given),0.2,-1.3,-7.3,-0.1
COc1cccc(-c2cncc(-c3ccc(N)cc3)n2)c1,-0.5,3.9,8.0,0.0
CCOC(=O)c1c(NC(=O)C2CCCCC2)sc(C(=O)Nc2ccc(C)c(Cl)c2)c1C,-0.9,1.6,2.7,0.1
O=C(c1ccc(NC(=S)NCC2CCCO2)cc1)N1CCCCC1 (stereo not given),-0.4,4.2,-0.5,0.0
O=C1CC(c2ccco2)CC(O)=C1C=NCC1NCCc2ccccc21 (stereo not given),1.8,-1.0,-3.9,0.0
COc1cccc(N2C(=O)CN(C(=O)c3ccc(C(C)=O)s3)CC2C)c1 (stereo not given),0.3,2.7,6.8,-0.2
CS(=O)(=O)N(CC(=O)N1CCCCCC1)c1cccc2ccccc12,0.1,25.4,10.5,0.1
CCc1nc2ccc(C(=O)NCc3ccccc3Cl)cc2nc1CC,1.3,2.7,-23.8,-0.1
CC(C)c1ccc(/C=C2/SC(=Nc3ccccc3)NC2=O)cc1,0.2,-9.2,-5.1,-0.2

# Some of the entries above in a different format.
structure	GPR151 activ	MITF inh	TEAD-YAP block	FBW7 activator
O=C1CC(c2ccco2)CC(O)=C1C=NCC1NCCc2ccccc21 (stereo not given)	1.8	-1.0	-3.9	0.0
COc1cccc(N2C(=O)CN(C(=O)c3ccc(C(C)=O)s3)CC2C)c1 (stereo not given)	0.3	2.7	6.8	-0.2
CS(=O)(=O)N(CC(=O)N1CCCCCC1)c1cccc2ccccc12	0.1	25.4	10.5	0.1

# (continued)
SMILES,GPR151 activ,MITF inh,TEAD-YAP block,FBW7 activator
CCc1ccc(NC(=O)C(=O)NNC(=O)c2cccs2)cc1,-5.9,13.2,-15.3,0.1
CCOc1ccc(C(=O)Nc2c3c(nn2-c2cccc(Cl)c2)CSC3)cc1,1.3,5.3,-10.9,0.1
COc1cc([N+](=O)[O-])ccc1NC(=O)/C=C/c1ccccc1Cl,-0.3,6.6,10.4,0.0
CC(C)c1ccc(NC(=O)C2C3C=CC4(O3)C2C(=O)N(CCN2CCCCCC2)C4C(=O)NC2CCCC(C)C2C)cc1 (stereo not given),-0.4,-3.0,5.3,0.1
COC(=O)C(C)N1C(=O)S/C(=C/c2ccc(C)s2)C1=O (stereo not given),0.2,7.7,-18.8,0.1
O=C1CC(CC(=C2C(=O)CCCC2=O)N2CCCC2)CC(=O)N1,0.2,15.2,9.8,0.1
CCCN1CCN(C(=O)CC2(c3ccccc3C)CC(=O)N(CC)C2=O)CC1 (stereo not given),0.1,-18.1,-8.0,0.1
COc1ccc(C(=O)c2c(C)oc3ccc(O)cc23)cc1OC,-2.1,-4.6,-2.2,0.6
CC(C)C(CCC(=O)Nc1ccc([N+](=O)[O-])cc1O)C(=O)O (stereo not given),-0.3,-3.5,4.1,-0.2
O=CN1CCC(=O)N(Cc2ccccc2)c2ccccc21,-0.5,7.6,-5.1,-0.1
COc1ccc(CCNC(=O)CCCCCn2c(SCC(=O)c3ccccc3)nc3ccsc3c2=O)cc1OC,0.4,6.0,-1.9,0.4
Cc1cc(=O)[nH]c(N/N=C/c2cccn2C)n1,0.3,1.1,-5.0,-0.1

# Some of the entries so far, with two lines to a compound.
# Each structure is followed by: GPR151 activ, MITF inh, TEAD-YAP block, FBW7 activator
- O=C1CC(CC(=C2C(=O)CCCC2=O)N2CCCC2)CC(=O)N1
  0.2, 15.2, 9.8, 0.1
- CCc1nc2ccc(C(=O)NCc3ccccc3Cl)cc2nc1CC
  1.3, 2.7, -23.8, -0.1
- Cc1cc(=O)[nH]c(N/N=C/c2cccn2C)n1
  0.3, 1.1, -5.0, -0.1

# Remaining list, next part:
SMILES,GPR151 activ,MITF inh,TEAD-YAP block,FBW7 activator
CC1(COc2ccc(CC3SC(=O)NC3=O)cc2)CCCCC1 (stereo not given),3.2&0.6&-0.5,1.8&-3.6&-3.0,-18.9,0.0&0.1
CCOc1ccc(NC(=O)c2cc(F)c(F)c(F)c2F)c([N+](=O)[O-])c1,0.6,1.4,-0.2,-0.5
CSc1cccc(NC(=O)N[C@H]2C[C@H]3C(=O)N[C@@H](CSCc4ccccc4)C(=O)N3C2)c1,-0.3,10.8,8.7,-0.1
O=CN1CCCN(c2nc3nonc3nc2N2CCCCC2)CC1,-0.4,-20.4,-9.5,0.0
CCC1(c2ccccc2)C(=O)c2ccccc2C1=O,-0.7,12.7,-5.8,0.3
C=CCC(=O)NCC1Cc2cccc(-c3ncccn3)c2O1 (stereo not given),0.4,3.1,-8.9,-0.3
NC(=O)c1cc(S(=O)(=O)Nc2cccc(Cl)c2)co1,0.2,3.5,-5.6,-0.6
CC(NC(=O)c1ccc(N2CCCC2=O)cc1)c1ccccc1 (stereo not given),1.6,15.2,10.6,0.7
Cc1cnc(-c2ccc(C(=O)NC3CC3)cc2)nc1NCCN1CCOCC1,0.1,15.7,3.4,0.1
O=C1CCCN1CCn1cnc2c(NC3CC3)nc(Nc3ccncc3)nc21,11.7*,-0.1,0.7,-0.2
O=C(NC1CC(=O)N(c2cccc(F)c2)C1)c1ccc2ccccc2c1 (stereo not given),0.5,-4.5,8.9,0.0
CC(C)N(CCNC(=O)Cc1cn(-c2ccc(Cl)nn2)c2ccccc12)C(C)C,-1.5,-8.0,-1.5,-0.1

# Single values from the list.
# C=CCC(=O)NCC1Cc2cccc(-c3ncccn3)c2O1 (stereo not given) | TEAD-YAP block = -8.9
# O=CN1CCCN(c2nc3nonc3nc2N2CCCCC2)CC1 | FBW7 activator = 0.0

# Carrying on.
SMILES,GPR151 activ,MITF inh,TEAD-YAP block,FBW7 activator
CC(C)N(CCNC(=O)c1cccc(Nc2cccc(N(C)C)c2)n1)C(C)C,-1.5,18.0,-5.3,0.1
CCOc1cc(/C=c2\sc3nc(-c4ccccc4OC)nn3c2=O)ccc1OC(C)=O,-0.1,6.5,-8.2,0.1
COc1ccc(S(=O)(=O)N(C)C)cc1NC(=O)CN1C(=O)CN(C)C1=O,-2.1,11.4,1.3,0.1
COCCn1c(=NC(=O)CN2C(=O)c3ccccc3C2=O)sc2cc(Cl)ccc21,1.4,-18.5,-10.2,0.1
O=C1OC(/C=C\c2cccc([N+](=O)[O-])c2)=NC/1=C/c1ccc(Br)cc1,-0.3,14.4,-0.9,0.1
COc1ccc(C(=O)CSc2nsc3sc(C(=O)c4ccc(OC)cc4)c(N)c23)cc1,0.2,4.4,-11.8,-0.1
CCOC(=O)N1CCN(C(=O)c2cc(OC)c(OC)cc2[N+](=O)[O-])CC1,-1.0,6.3,11.2,0.0
CCOC(=O)COc1ccc2c(C)c(-c3ccc(OC)cc3)c(=O)oc2c1,-0.1,-2.8,6.9,-0.2
COC(=O)C1=C(C)n2cnnc2NC1c1ccc(Cl)cc1 (stereo not given),0.9,0.9,-17.9,0.0
CC(C)n1c2ccccc2c2nnc(SCC(=O)Nc3nc4ccccc4s3)nc21,-0.5,-3.0,-0.3,-0.1
N[C@H](C(=O)N1CCC(Nc2ccc3[nH]ncc3c2)CC1)c1ccccc1,1.6,10.3,-6.1,-0.6
CC(=O)c1ccccc1OCCSc1ncnc2sccc12,-1.8,8.6,1.4,0.5
O=C(O)C(NS(=O)(=O)c1ccccc1)C(O)c1ccccc1 (stereo not given),-1.2,12.7,6.2,0.1
CN(C)/C=C1\N=C(c2ccccc2Br)OC1=O,4.1,0.5,-29.9,-0.1
O=C(NC(=S)Nc1ccc(Cc2ccncc2)cc1)c1ccccc1,0.5,3.5,3.9,-0.2
O=C(CCC1CCCCC1)N(c1ccc(F)cc1)C1C=CS(=O)(=O)C1 (stereo not given),-0.5,2.1,-2.0,0.1
c1ccc(CN(Cc2ccccc2)c2ncnc3c2cnn3-c2ccccc2)cc1,-1.2,12.2,-2.9,0.1
c1ccc2[nH]c(CCSc3nc4ccccc4[nH]3)nc2c1,3.6,15.7,-13.1,-0.1
CCc1cccc2c1NC(=O)C2(O)CC(=O)c1ccc(Br)cc1 (stereo not given),0.6,-109.1,0.4,-0.2
COc1ccccc1C(=O)N/N=C/c1cc(Br)c(O)c(OC)c1,-0.5,-0.8,-13.4,0.3
Oc1c(Cl)cc(CN2CCOCC2)c2cccnc12,0.2,100.5*,85.5*,-0.7
CCOc1ccc(C(=O)NC(=S)Nc2ccc(OC)cc2OC)cc1[N+](=O)[O-],-0.5,4.1,3.9,0.1
COc1cccc(NC(=O)CN2C(=O)CC(c3ccco3)Sc3ccccc32)c1 (stereo not given),-1.2,4.9,-1.4,-0.1
CCOC(=O)c1ccc(NC(=O)C2(c3ccc(OC)c(OC)c3)CCOCC2)cc1,0.1,-3.2,-14.9,0.2
CS(=O)(=O)N(CC(=O)Nc1cc(Cl)cc(Cl)c1)c1cccc(Cl)c1,1.1,-1.0,5.6,-0.1
COC(=O)CNC(=O)c1cc2sccc2n1C,1.2,15.1,-6.9,0.0
COCC(=O)NCC1CCC2(CCN(Cc3ccc(C)cc3)CC2)O1 (stereo not given),1.6,-5.0,-0.9,0.2
CCCS(=O)(=O)N1CCN(Cc2ccc3c(c2)c2ccccc2n3CC)CC1,-0.5,36.9,16.5,-0.1
N#CC1=C(N)OC2=C(C(=O)CCC2)C12C(=O)N(C(=O)c1ccccc1Cl)c1ccccc12 (stereo not given),-0.9,2.1,6.3,-0.2
O=[N+]([O-])c1ccc(S(=O)(=O)/N=C2\N=C3C=CC(Cl)=CN3Cc3ccccc32)cc1,-0.4,2.1,-2.2,0.1
CC(C)CNC(=O)c1ccccc1Br,-0.9,-13.7,1.5,0.0
Cc1cc2c(c(=O)n1C)C1(C(=O)N(Cc3ccccc3Cl)c3ccccc31)C(C#N)=C(N)O2 (stereo not given),-0.5,-4.6,7.5,-0.1
COc1ccc(NC(=O)CSc2nc(N)c(C#N)cc2C#N)cc1,-0.8,-9.0,5.5,-0.1
Cc1ccc(C(=O)O)cc1NC(=O)COc1ccc(C(C)(C)C)cc1,-0.7,11.4,-34.5,0.0
CC(C)C(c1nnnn1Cc1ccc(F)cc1)N1CCSCC1 (stereo not given),-0.6,6.9,-2.2,0.0
CN1CCC(=NOC(=O)c2ccc(Br)cc2)CC1,-0.1,-11.6,-3.2,-0.1
Cc1ccc(CN2CCN(Cc3cc4ccccc4[nH]3)CC2CCO)cc1 (stereo not given),1.2,11.7,5.0,0.0
CCOP(=O)(OCC)C(NC(=O)Nc1ccccc1)c1ccccc1 (stereo not given),-0.9,1.8,7.9,0.1
CSc1nnc(-c2ccccc2)c(=O)n1C,0.9,3.2,3.5,0.3
COc1ccc(OC)c(C2CC(=O)C3=C(C2)NC(=O)CC3c2ccccc2C(F)(F)F)c1 (stereo not given),-1.6,2.4,-11.3,-0.6
COc1ccccc1N1CCN(C(=S)Nc2ccc(C(C)=O)cc2)CC1,-1.0,29.3,3.6,0.1
C=C(C)CN1C(=O)NC(CC)(C2CCN(C(=O)c3cc(C)nc4ccc(C)cc34)CC2)C1=O (stereo not given),0.7,3.0,9.5,-0.1
CC(C)Oc1ccc(NC(=O)c2ccco2)cc1,-5.2,-3.6,-3.2,-0.2
CN1/C(=C2\C=NN(c3ccccc3)P2(=O)N2CCCC2)C(C)(C)c2ccccc21 (stereo not given),-0.8,1.9,5.7,-0.1
CCOc1ccc(/C(O)=C2/C(=O)C(=O)N(CCN(CC)CC)C2c2ccc(F)cc2)cc1C (stereo not given),0.4,11.0,-0.5,-0.2
CCOc1ccccc1C(=O)N1CCN(c2ccc([N+](=O)[O-])cc2)CC1,1.4,2.9,-4.9,-0.6
O=C(c1sc2ccccc2c1Cl)N1CCN(c2ccc(F)cc2)CC1,0.2,-10.4,-26.4,0.3
O=C(Nc1ccc2oc(-c3cccc(Cl)c3)nc2c1)c1ccc([N+](=O)[O-])o1,1.5,-1.0,10.1,-0.1
COc1ccc(C(=O)Nc2ccc3ccccc3c2)c(OC)c1,-0.5,1.1,-44.7,-0.1
COc1ccc(CCNC(=O)CSc2c[nH]c3ccccc23)cc1OC,0.2,-7.1,2.3,0.2
CCC(C(=O)Nc1nc2ccccc2s1)c1ccccc1 (stereo not given),0.2,5.1,-0.2,-0.1
O=C(CCN1CCN(c2ccccc2F)CC1)Nc1ccc2c(c1)CCC2,-1.5,23.5,-5.2,0.5
Cc1cccc(NC(=O)CCN2CCN(C/C=C/c3ccccc3)CC2)c1,4.9*,17.2,2.0,1.1
COc1ccc(CCNc2nc(N3CCN(Cc4ccc5c(c4)OCO5)CC3)nc3c2ncn3-c2ccccc2)cc1,-2.7,23.6,12.9,-0.1
Nc1nncn1C(=O)c1cc(Cl)ccc1Cl,0.4,-3.1,8.0,-0.1
CCN(CC(=O)NCCC1=CCCCC1)S(=O)(=O)c1ccc2ccccc2c1,-0.9,7.3,11.8,-0.2
CC(=O)C1=C(O)C(=O)N(Cc2ccco2)C1c1ccc([N+](=O)[O-])cc1 (stereo not given),-0.9,18.8,-5.2,0.3
CC(C)C(=O)Nc1ccc(C(=O)Nc2ccc(C#N)cc2)cc1,-0.8,15.5,5.8,0.6
CCN1CCCC(NC(=O)c2scc3c2CCCC3)C1 (stereo not given),-0.7,2.1,-2.3,-0.1
CC1(C)CC(=O)C(C2c3ccccc3Oc3ccccc32)C(=O)C1,0.6,-5.6,6.8,-0.3
